Bioassay records as filed in PubChem BioAssay.
KCNQ1 act – potentiators or activators of KCNQ1 channel, primary screen, cell-based, thallium flux, high-throughput | Potassium voltage-gated channel subfamily KQT member 1 (Homo sapiens), P51787 | CHO-K1 KCNQ1, thallium flux FluxOR fluorescence; active compounds read high | B-score at 10 µM | 0.35% of 310,000 active | AID 2648, 2010;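 active means fluorescence ratio B-score, a plate-corrected score, at least three library SD, with initial intensity B-score within 5 SD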
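Assay system: CHO-K1 cells stably expressing KCNQ1. Medium: assay buffer for compound exposure, DMSO matched across wells. Timing: 37 °C overnight plating, 90-min dark dye load, 20-min compound pretreatment. Signal: kinetic FluxOR fluorescence, 10 s baseline plus 110 s post-stimulus.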
TRPC4 PAM – positive allosteric modulators of TRPC4, primary screen, cell-based, mouse TRPC4beta, HEK293 mu-opioid, Fluo-4 calcium; B-score at 10 µM; Short transient receptor potential channel 4 (Mus musculus), Q9QUQ5; 0.42% of 310,000 active; DAMGO EC20, Fluo-4 Ca2+ flux; active compounds read high;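 active means B-score of calcium response area above 5 SD of library B-scores, with initial fluorescence ratio within 5 SD of library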;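 further: B-score of integrated fluorescence ratio over time as area under calcium response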
Target sequence (Q9QUQ5 whole entry, looked up): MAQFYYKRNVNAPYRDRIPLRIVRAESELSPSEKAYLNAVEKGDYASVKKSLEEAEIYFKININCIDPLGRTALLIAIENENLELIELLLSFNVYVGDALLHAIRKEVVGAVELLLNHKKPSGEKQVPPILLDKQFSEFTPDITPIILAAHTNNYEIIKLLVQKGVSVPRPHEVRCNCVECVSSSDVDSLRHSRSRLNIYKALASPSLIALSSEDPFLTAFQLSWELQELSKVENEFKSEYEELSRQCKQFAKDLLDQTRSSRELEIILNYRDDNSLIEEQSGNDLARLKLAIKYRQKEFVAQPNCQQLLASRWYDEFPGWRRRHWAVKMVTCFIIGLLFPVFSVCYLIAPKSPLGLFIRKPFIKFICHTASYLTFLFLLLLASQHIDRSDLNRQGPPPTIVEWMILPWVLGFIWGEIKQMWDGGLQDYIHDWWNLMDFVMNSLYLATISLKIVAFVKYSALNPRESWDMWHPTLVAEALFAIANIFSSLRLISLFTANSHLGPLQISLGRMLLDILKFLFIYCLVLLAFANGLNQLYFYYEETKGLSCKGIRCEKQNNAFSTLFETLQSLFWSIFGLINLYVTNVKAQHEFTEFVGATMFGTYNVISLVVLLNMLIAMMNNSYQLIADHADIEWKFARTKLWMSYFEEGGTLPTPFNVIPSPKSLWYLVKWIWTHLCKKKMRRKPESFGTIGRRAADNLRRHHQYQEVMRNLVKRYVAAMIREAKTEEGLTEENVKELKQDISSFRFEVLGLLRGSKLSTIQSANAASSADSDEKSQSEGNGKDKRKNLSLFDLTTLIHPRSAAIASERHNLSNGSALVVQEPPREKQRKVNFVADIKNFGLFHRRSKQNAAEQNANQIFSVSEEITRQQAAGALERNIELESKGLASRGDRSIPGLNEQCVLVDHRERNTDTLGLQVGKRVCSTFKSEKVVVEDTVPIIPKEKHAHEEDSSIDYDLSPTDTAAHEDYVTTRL
hERG protect – hERG rescue from dofetilide block, primary screen, cell-based, CHO-hERG, FluxOR thallium flux, dofetilide IC70; activation (rescue from dofetilide block), less the hit threshold, % at 10 µM; dofetilide IC70 present; 0.51% of 310,000 active;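 active means activation above the mean of controls blocked by dofetilide plus 5 SD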;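 further: thallium influx through hERG after potassium depolarization seen as dye fluorescence rise; in these data hits start at about 4.7%; inactives centre near -7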
KCNQ1 block – inhibitors of human KCNQ1 channel, primary screen, cell-based, thallium flux, high-throughput | Potassium voltage-gated channel subfamily KQT member 1 (Homo sapiens), P51787 | CHO-K1 KCNQ1, FluxOR thallium flux fluorescence; active compounds read high | B-score at 10 µM | 1.3% of 310,000 active;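 active means compounds whose thallium flux B-score, printed positive for inhibition, exceeds three library SD while starting fluorescence stays within three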;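 further: channel opened by potassium depolarization with thallium stimulus after 20 min compound exposure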
KCNK3 block – human KCNK3 channel inhibitors, primary screen, CHO cells, FluxOR thallium flux, B-score; Potassium channel subfamily K member 3 (Homo sapiens), O14649; FluxOR fluorescence; active compounds read low; B-score at 10 µM; 0.84% of 340,000 active; AID 602410, 2012;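 active means B-score under library mean minus 4 SD, starting fluorescence ratio at most library mean plus 5 SD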;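 further: more negative B-score means stronger inhibition of thallium flux through KCNK3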
TRPC4 inh – inhibitors of mouse TRPC4 channel, primary screen, Fluo4 calcium, HEK293 TRPC4beta/mu-opioid cells; B-score at 10 µM; Short transient receptor potential channel 4 (Mus musculus), Q9QUQ5; DAMGO-evoked Fluo4 calcium flux; active compounds read low; 0.39% of 300,000 active;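 active means B-score over 3 SD under the library average, no early fluorescence shift, positive overall ratio signal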
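Signal: kinetic Fluo4 fluorescence imaging of calcium influx. Material: stable TRPC4beta/mu-opioid receptor HEK293 cells. Probe or stimulus: DAMGO in two steps, submaximal then maximal.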
PolyA inh – polyadenylation inhibitors in yeast reporter cells, primary screen, luminescence, S. cerevisiae; S. cerevisiae SKY197-pL101 polyadenylation reporter, beta-gal luminescence; efflux-impaired pdr1/pdr3 knockout yeast; score 100 = 6 SD above DMSO; calls only at 12 µM; 0.02% of 300,000 active;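 active means lowest replicate activity score at least 50, where 100 means six control SD above control mean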;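 further: yeast exposed to compound for 9 h at 30 °C; higher score means more reporter readthrough which indicates perturbed polyadenylation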
KCNK9 inh – KCNK9 potassium channel inhibitors, primary screen, HEK293 cells, thallium flux | Potassium channel subfamily K member 9 (Homo sapiens), Q9NPC2 | FluxOR thallium flux fluorescence; active compounds read low | B-score at 10 µM | 1.2% of 310,000 active | AID 488922, 2010;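 active means ratio B-score over 3 SD below the library mean, with starting fluorescence within 5 SD of its mean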;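 further: negative B-score means less thallium flux so channel inhibition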
Platelet DG rel – inhibitors of platelet dense granule secretion, primary screen, cell-based, MLPCN, human platelets. human platelet-rich plasma, SFLLRN dense granule ATP release, luminescence. inhibition, %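 (compounds screened at 7.5 µM in platelet-rich plasma)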. 0.22% of 300,000 active;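 active means mean replicate score, as percent of positive control, at or above 50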
TRPC4 agonist – activators of mouse TRPC4 channel, primary screen, Fluo4 calcium, HEK293 TRPC4beta/mu-opioid cells. Short transient receptor potential channel 4 (Mus musculus), Q9QUQ5. Fluo4 calcium fluorescence; active compounds read high. B-score at 10 µM. 0.49% of 310,000 active. AID 2237, 2010;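 active means B-score above 5 SD of library B-scores, and initial fluorescence ratio not above library mean plus 5 SD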;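 further: positive B-score marks a calcium rise read as TRPC4 activation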
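System: HEK293 cells stably co-expressing mouse TRPC4beta and mu-opioid receptor; Schedule: Fluo4 dye loading 45 min at room temperature, 110 s recording; Detection: Fluo4 fluorescence, kinetic; Evaluation: B-scored integrated calcium fluorescence ratio; Controls: buffer (low) and maximal DAMGO (high).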
DYRK1A inh – rat Dyrk1A kinase inhibitors, primary screen, biochemical, single point, plate reader. Dual specificity tyrosine-phosphorylation-regulated kinase 1A (Rattus norvegicus), Q63470. ADP-Glo luminescence, NFATc1 peptide. inhibition, % at 12.5 µM. 0.43% of 310,000 active; in the data active means inhibition above about 50%;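 further: plate controls were vehicle with enzyme for no effect and no enzyme for full effect; many of its hits are not listed in these tables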
Starred values were filed as active, the others as inactive; i = inactive; x = not tested or not shown. Not all compounds are listed. The share of hits here may be higher or lower than overall.

SMILES	KCNQ1 act	TRPC4 PAM	hERG protect	KCNQ1 block	KCNK3 block	TRPC4 inh	PolyA inh	KCNK9 inh	Platelet DG rel	TRPC4 agonist	DYRK1A inh
CC(COc1ccccc1)N1CCC(CO)(CCc2ccccc2)CC1 (centres undefined)	i	i	-8	i	i	i	i	i	4	51*	-1
Cc1ccc(C(=O)NCC(=O)NC2CCCC2)cc1	i	i	-10	i	i	i	i	i	-6	i	x
CN(CCN1CCOCC1)Cc1nc(-c2ccc3c(c2)OCO3)no1	i	i	-13	i	i	i	i	i	10	i	2
COC(=O)c1ccc(C(=O)O)nc1	i	i	-1	i	i	i	i	i	-1	i	-2
CCOC(=O)N1CCC(NC(=O)c2cc3c(C)nc4ccccc4c3o2)CC1	i	i	-15	i	i	i	i	i	0	i	10
CCOc1ccccc1NC(=O)C1Cc2ccccc2CN1S(C)(=O)=O (centres undefined)	i	i	-15	i	i	i	i	i	21	i	2
COCCn1c(-c2cccs2)nc2nc3ccccc3nc21	i	i	-12	i	i	i	i	i	18	i	6
Cc1ccc(C(=O)CCC(=O)NCc2ccccc2)cc1	i	i	-4	i	i	i	i	i	-30	i	1
O=C(Oc1cccc(NC2=NS(=O)(=O)c3ccccc32)c1)c1cccnc1	i	i	-7	i	i	i	i	i	-1	i	-4
O=c1[nH]c2ccc(F)cc2[nH]c1=O	i	i	-5	i	i	i	i	i	4	i	6
COc1cc(C(=O)N(CCCO)Cc2cc3ccc(C)c(C)c3[nH]c2=O)cc(OC)c1OC	i	i	-5	i	i	i	i	i	-6	i	4
COc1cccc(CN2CCNC(=O)C2CC(=O)NC2CCOCC2)c1OC (centres undefined)	i	i	-8	i	i	i	i	i	9	i	-7
CN1C(C(=O)NCc2ccco2)CC2Cn3c(nc4cc5ccccc5cc43)C21 (centres undefined)	i	i	-3	i	i	i	i	i	-1	i	6
CCc1ccc(NC(=O)C2CCN(c3ncnc4c3nc3n4CCCCC3)CC2)cc1	i	i	-6	i	i	i	i	i	8	i	-3
CCOC(=O)/C(C(=O)Nc1ccccc1Br)=C1/NC(C)(C)Cc2ccccc21	i	i	-11	i	i	i	i	i	3	i	-1
NS(=O)(=O)c1ccc(CNC(=O)c2cnccn2)cc1	i	i	-9	i	i	i	i	i	1	i	7
COc1ccc(NC(=O)CC2C(=O)N(c3ccc(OC)cc3)C(=O)N2Cc2ccc(OC)c(OC)c2)cc1 (centres undefined)	i	i	-12	i	i	i	i	i	4	i	-1
CC(=O)c1ccc(N2CCN(C(=O)CN(C)S(=O)(=O)c3cnc[nH]3)CC2)cc1	i	i	-1	i	i	i	i	i	10	i	4
CCOc1cccc2cc(C(=O)NCc3ccc(OC)cc3)c(=N)oc12	i	i	-9	i	i	i	i	i	15	i	x
O=C(N/C(=C/c1cccs1)c1nc2ccccc2[nH]1)c1ccccc1	i	i	-7	i	i	i	i	i	0	i	-2
C=CCn1c(C)c(C(C)=O)c(N2CCN(c3ccccc3)CC2)nc1=S	i	i	-8	i	i	i	i	i	-6	i	-2
Cc1cccc(Nc2nnc(SC/C(O)=C(\C#N)c3nc4ccccc4[nH]3)s2)c1	i	i	-9	i	i	i	i	i	4	i	-6
Cc1cccc(-c2nnc(SCC(=O)NCc3ccc4c(c3)OCO4)n2C)c1	i	i	-10	i	i	i	i	i	9	i	-4
CCCCc1nc2ccccc2c(NC(=O)CNC(C)(C)C)c1CCC	i	i	-12	i	i	i	i	i	3	i	2
CC(C)C[C@H](NC(=O)c1nc[nH]c1C(=O)NCC(=O)OCc1ccccc1)C(=O)OC(C)(C)C	i	i	-9	i	i	i	i	i	-4	i	11

The results go on:
SMILES	KCNQ1 act	TRPC4 PAM	hERG protect	KCNQ1 block	KCNK3 block	TRPC4 inh	PolyA inh	KCNK9 inh	Platelet DG rel	TRPC4 agonist	DYRK1A inh
COC(=O)C1C(c2ccc(Cl)cc2)NC(c2ccc(Cl)cc2)C(C(=O)OC)S1(=O)=O (centres undefined)	i	i	-4	i	i	i	i	i	-5	i	-2
O=[N+]([O-])c1cccc(-c2cc(-c3cc(Br)ccc3O)[nH]n2)c1	i	i	-3	i	i	i	i	i	1	i	-1
Fc1ccc(-c2csc(-c3ccccn3)n2)cc1F	i	i	-20	i	i	i	i	i	-1	i	2
Cc1cc(C)cc(NC(=O)CN(Cc2ccccc2)S(C)(=O)=O)c1	i	i	-5	i	i	i	i	i	-3	i	4
CCOC(=O)Cc1csc(NC(=O)NC2(C(F)(F)F)Oc3cc(Cl)c(Cl)cc3O2)n1	i	i	-2	i	i	-7*	i	i	3	i	22
CC1=C(C(=O)N(C)C)C(c2ccc(N3CCOCC3)cc2)NC(=O)N1 (centres undefined)	i	i	-6	i	i	i	i	i	-2	i	-6
COCCSc1ncnc2c1oc1nc3c(cc12)COC(C)(C)C3	i	i	-7	i	i	i	i	i	-2	i	1
O=C(CCNc1n[nH]c(=O)[nH]c1=O)N/N=C\c1cccc(OCc2ccccc2)c1	i	i	-10	i	i	i	i	i	5	i	2
CC(=O)Oc1ccc2nc(/C=C/c3ccc(C=O)cc3)oc(=O)c2c1	i	i	-10	i	i	i	i	i	2	i	1
COc1cccc(C(=O)NCCN2CCOCC2)c1	i	i	-4	i	i	i	i	i	0	i	-7
Cc1cc(Oc2cc(N)cc([N+](=O)[O-])c2)ccc1Cl	i	i	-7	i	i	i	i	i	5	i	4
CC(C)CC(=O)N=C1SC2CS(=O)(=O)CC2N1CCc1ccccc1 (centres undefined)	i	i	-6	i	i	i	i	i	-2	i	-4
O=C(COC(=O)/C=C/c1cccc(Cl)c1)NCCc1ccc(Cl)cc1Cl	i	i	-6	i	i	i	i	i	-2	i	-8
O=C(Nc1ccc(S(=O)(=O)Nc2nccs2)cc1)c1ccc(N2C(=O)c3ccccc3C2=O)cc1	i	i	-11	i	i	i	i	i	4	i	3
COc1ccc(C2C3=C(CCCC3=O)NC3=C2C(=O)c2ccccc23)cc1 (centres undefined)	i	i	1	i	i	i	i	i	2	i	x
Cc1ccccc1C(=O)N1CCC(C(=O)Nc2ccc(F)cc2)CC1	i	i	-16	i	i	i	i	i	8	i	2
COc1cccc(N2CC(O)=C(c3nc4ccccc4c(=O)[nH]3)C2=N)c1	i	i	-9	i	i	i	i	i	-4	i	9
CCOc1cccc(OCCNC2CCCC2)c1	i	i	-4	i	i	i	i	i	0	i	1
Cc1ccc(C(=O)NCC(C)(C)O)cc1	i	i	-13	i	i	i	i	i	2	i	3
O=C1c2ccccc2NC(c2cccc([N+](=O)[O-])c2)N1O (centres undefined)	i	i	-8	i	i	i	i	i	-7	i	3
O=C(c1ccc(S(=O)(=O)N2CCCCCC2)cc1)N1CCC(CN2C(=O)c3cccc4cccc(c34)C2=O)CC1	i	i	-16	i	i	i	i	i	-2	i	3
O=S1(=O)CCOC[C@H](CC2CCCCC2)N1Cc1cccc(C(F)(F)F)c1	i	i	-10	i	i	i	i	i	4	i	17
Cc1cnc(NC2=NCCC2)s1	i	i	-4	i	i	i	i	i	-3	i	0
CC(=Nc1ccccc1)C1=C(O)CSC1=O	i	i	-12	i	i	i	i	i	-1	i	-4
CCN1CCN(Cc2nc3c(c(=O)n(C)c(=O)n3C)n2Cc2cccc3ccccc23)CC1	i	i	-1	i	i	i	i	i	12	i	-7

(continued)
SMILES	KCNQ1 act	TRPC4 PAM	hERG protect	KCNQ1 block	KCNK3 block	TRPC4 inh	PolyA inh	KCNK9 inh	Platelet DG rel	TRPC4 agonist	DYRK1A inh
Cc1ccc(S(=O)(=O)N2C3C=CC(C3)C2C(=O)O)cc1 (centres undefined)	i	i	0	i	i	i	i	i	20	i	-2
CCOc1cccc(/C=C/C(=O)O)c1	i	i	-13	i	i	i	i	i	-17	i	x
O=C(NC(Cc1c[nH]c2ccccc12)C(=O)O)c1ccc(F)cc1 (centres undefined)	i	i	-2	i	i	i	i	i	7	i	2
CCn1c(C(C)C)n[nH]c1=S	i	i	-3	i	i	i	i	i	0	i	-1
Cc1ccc(C(=O)Oc2oc(-c3ccco3)nc2C=Nc2ccc(Cl)cc2)cc1	i	i	-1	i	i	i	i	i	-3	i	x
Cc1cc(C)cc(OCCNC(=O)c2ccc(Br)cc2)c1	i	i	-5	i	i	i	i	i	5	i	0
COc1ccc(CC(=O)N2CCc3ccccc32)cc1	i	i	-13	i	i	i	i	i	-10	i	32
COc1ccc(CN2C(=O)c3cccnc3C2=O)cc1S(=O)(=O)N1CC(C)CC(C)C1 (centres undefined)	i	i	-7	i	i	i	i	i	-4	i	8
CC(=O)COc1ccc2cc(-c3ccccc3)c(=O)oc2c1	i	i	-2	i	i	i	i	i	9	i	4
CSc1cccc(NC(=O)CN(Cc2ccc(Cl)cc2)S(C)(=O)=O)c1	i	i	-19	i	i	i	i	i	7	i	8
Cc1nnc(N2CCC(C(=O)N3CCCCCC3)CC2)c2nn(-c3ccc(Cl)cc3)c(C)c12	i	i	-18	i	i	i	i	i	6	i	x
O=C(Cn1cc2c(n1)CCCCC2)N1CCc2ccccc21	i	i	-11	i	i	i	i	i	-4	i	12
CCC(=O)Nc1c2c(nn1-c1ccc(F)cc1)CS(=O)(=O)C2	i	i	-7	i	i	i	i	i	1	i	7
O=S1(=O)CC(O)C(NCCO)C1 (centres undefined)	i	i	-6	i	i	i	i	i	3	i	0

TRPC4 agonist: hit marks shown above.
| mol | KCNQ1 act | TRPC4 PAM | KCNQ1 block | KCNK3 block | TRPC4 inh | PolyA inh | KCNK9 inh | Platelet DG rel | TRPC4 agonist | DYRK1A inh |
| --- | --- | --- | --- | --- | --- | --- | --- | --- | --- | --- |
| CC(COc1ccccc1)N1CCC(CO)(CCc2ccccc2)CC1 (centres undefined) | i | i | i | i | i | i | i | 4 | 51* | -1 |
